Dynein transport – dynein cargo transport inhibition. 3617.4 mouse cells, GR-EGFP nuclear translocation imaging; test concentration mostly 20 µM; stimulated with dexamethasone, 1 µM; active compounds read low. actives 0.47% (n = 220,000). z-score, hits read low;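 active = plate z-score of nuclear minus cytoplasmic receptor signal below a set negative limit, without overly bright fluorescence or cell loss, cut at about -3.5 in these data, passing the limit was not always enough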;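 note: z-score of nuclear minus cytoplasmic ring GR-EGFP intensity difference per well; some compounds called inactive have numbers as strong as hits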
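Also added – dexamethasone, 1.0 µM final · Buffer or medium – tet-free, stripped-serum medium · Schedule – induction 48 h, compound 1 h, agonist 30 min · Detection – formaldehyde fixation, Hoechst nuclear stain, 10x automated fluorescence imaging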
Insulin prom up – MIN6 insulin promoter up-regulation; MIN6 insulin promoter-GFP reporter, high-content imaging; active compounds read high; z-score at 5 µM; actives 0.3% (n = 190,000); AID 1625;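 active = z-score above 3 at 5 µM with at least 500 cells counted in the well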
ER stress rescue – rescue of cells from ER stress-induced death, primary screen, 384-well, CSM14.1, thapsigargin, ATP luminescence (AID 1222). CSM14.1 thapsigargin-induced death rescue, ATP luminescence; higher % means a stronger effect. cellular ATP content (survival), % at 20 µM, or EC50 in µM where a hit was titrated. 190,000 tested, under 10 active;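 active = EC50 below 50 µM in the dose-response confirmation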;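 note: death triggered by thapsigargin at about 15 µM added after 2 h compound pretreatment; cell ATP read after overnight thapsigargin exposure of roughly 18 to 22 hours; normalized against plate controls of thapsigargin alone and 5% DMSO vehicle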
Lipid droplet – modulators of hepatic lipid droplet formation; AML12 mouse hepatocytes, oleate lipid droplets, BODIPY imaging; inhibition, % at 6.5 µM; actives 0.4% (n = 240,000); AID 1656;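 active = lipid droplet intensity inhibited by at least 50%, with more than 500 cells counted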
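Technique: fluorescence imaging, 20x objective, two fields per well / Assay system: AML12 hepatocytes (mouse) / Measure: % inhibition of lipid droplet signal / Doses: 6.5 µM single-point dosing / Incubation: overnight exposure / Reagent: 100 µM oleic acid challenge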
XIAP antagonists – XIAP antagonists, biochemical, IAP family, fluorescence polarization (AID 1018) | XIAP BIR domain, fluorescence polarization peptide displacement; higher % means a stronger effect | actives 0.007% (n = 200,000) | displacement, % at 20 µM; hits with a dose series show IC50 in µM; in the data active = displacement above about 50%; note: a part of the inactive calls stands beside numbers as strong as those of hits
bCat nuc transl – modulators of beta-catenin nuclear translocation; HeLa beta-catenin nuclear translocation, immunofluorescence imaging; nuclear translocation activity, % at 5 µM; actives 0.3% (n = 190,000); AID 1665;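 active = nuclear translocation activity above 50% at 5 µM, with a well cell count of 50 or more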;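 note: per-cell ratio of nuclear to cytoplasmic median beta-catenin stain intensity; plate controls were DMSO negative control for no effect and GSK-3 inhibitor IX positive control for full effect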
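Test system: human HeLa cells, endogenous beta-catenin. Times: 24 h compound exposure, 37°C. Measured by: beta-catenin immunofluorescence imaging with DAPI.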
WT yeast gro inh – growth inhibition of WT yeast, mitochondrial fusion screen; mitochondrial fusion phenotypic screen, WT strain; inhibition, % at 10 µM; actives 2.1% (n = 190,000); AID 1362; in the data active = inhibition above about 58%; tested in S. cerevisiae
MT stabilizer – microtubule stabilization, imaging screen | HeLa tubulin immunostaining HCS, 24 h; share of cells brighter than vehicle mean+2SD | % tubulin-high responders, % at 10 µM | actives 0.83% (n = 200,000) | AID 2205;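 active = plate Z-score above 3 for both tubulin-high and condensed-nucleus cell shares, with cell loss under 80%, at 10 µM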;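 note: anti alpha tubulin signal scored within the nucleus-defined area of each cell; some results filed as inactive read as strong as hits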
Autophagy mod – modulators of autophagy; MEF GFP-LC3 puncta imaging; test concentration mostly 10 µM; calls only at 10 µM (by protocol); actives 0.98% (n = 190,000); AID 463193;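 active = percentage of spot-positive cells more than 3 SD above its plate mean, without a fluorescence outlier flag or 80% toxicity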;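 note: spot-positive cell cutoff set from DMSO-treated cells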
WT yeast gro inh mutant strain – second read-out of WT yeast gro inh, no call of its own (marks repeat the call); inhibition, %; mitochondrial fusion phenotypic screen, mutant strain inhibition
Dynein transport cytoplasmic EGFP – second read-out of Dynein transport, no call of its own (marks repeat the call); z-score; measured here: cytoplasmic GR-EGFP intensity; active compounds read high
Dynein transport nuclear GR-EGFP – recorded beside Dynein transport, whose call it bears; z-score; measured here: nuclear GR-EGFP intensity;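 lower value marks the stronger effect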
Dynein transport cell count – further read-out of Dynein transport, marked with its call; z-score; measured here: cell count per field
Insulin prom up cell count – recorded beside Insulin prom up, whose call it bears; cell count; measured here: cytotoxicity, nuclei count;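 total cells summed across four imaged fields per well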
Lipid droplet cells 6.5 µM – also measured in Lipid droplet; calls as there; cell count; measured here: cell count, cytotoxicity flag;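 cells counted across two imaged fields per well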
bCat nuc transl cell count 5 µM – also measured in bCat nuc transl; calls as there; cell count; measured here: cell count, cytotoxicity flag
MT stabilizer Hoechst-high % – second read-out of MT stabilizer, no call of its own (marks repeat the call); % Hoechst-high responders; measured here: nuclear condensation Hoechst responders;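 share of cells brighter than vehicle mean plus two SD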
MT stabilizer cytotoxicity % – also measured in MT stabilizer; calls as there; toxicity, %; measured here: cytotoxicity by cell density;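 0% = mean cell density of plate MIN control wells and 100% = no cells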
Autophagy mod cell loss 18 h – also measured in Autophagy mod; calls as there; toxicity, %; measured here: cell loss, nuclei count;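 cell loss after 18 h compound exposure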
* marks the source's active call; other numbers are inactive results; i = inactive; / = not tested or not shown.

(1) O=C(Oc1ccc(/C=N/Nc2nc(N3CCCCC3)nc(N3CCCCC3)n2)cc1)c1ccco1
(2) COC(=O)c1ccc(C)c(NC(=O)C2COc3ccccc3O2)c1 (stereo not drawn)
(3) O=C1CC(N(CCc2ccccc2)C(=S)Nc2cc(Cl)ccc2Cl)C(=O)N1c1c(Cl)cccc1Cl (stereo not drawn)
(4) CSc1nc(-c2ccco2)nn1C(=O)c1ccc(Cl)cc1
(5) COc1ccccc1NC(=O)/C=C1\SCC(=O)N1C
(6) CCOC(=O)c1c(C)[nH]c(C)c1C(=O)COC(=O)c1ccc(Cl)c(S(N)(=O)=O)c1
(7) Cc1cc(C)c2cccc(N)c2n1
(8) CCCCn1c(/C=C/c2ccco2)nc2ccccc21

entry no.	1	2	3	4	5	6	7	8
Dynein transport	-0.39	1.4	-0.32	-0.49	1.5	1	0.7	-1.2
Dynein transport cytoplasmic EGFP	-0.15	-0.25	-0.22	-0.16	-0.31	0.067	-0.27	-0.2
Dynein transport nuclear GR-EGFP	-0.26	0.95	0.37	-0.23	0.94	1.1	0.71	-0.88
Dynein transport cell count	0.21	-1.3	1.8	0.0077	-0.85	-1	0.11	0.27
Insulin prom up	0.6	0.66	-0.66	-0.41	4.7*	-0.45	0.32	0.95
Insulin prom up cell count	1065	1157	1251	873	1168*	913	1398	1268
ER stress rescue	2.7%	-0.4%	-1.9%	0.7%	/	1.3%	1.0%	0.1%
Lipid droplet	-4	10	/	/	3	14	0	-8
Lipid droplet cells 6.5 µM	651	751	/	/	701	782	669	575
XIAP antagonists	-6.1%	-6.6%	2.2%	-16%	-13%	-2.6%	-12%	-5.9%
bCat nuc transl	1.4	0.9	1.2	/	-2.2	-3.1	-3.2	1.7
bCat nuc transl cell count 5 µM	1438	1190	1370	/	1064	1262	1108	1056
WT yeast gro inh	-13	6	-5	-9	1	14	5	35
WT yeast gro inh mutant strain	10	-3	36	-28	11	4	2	22
MT stabilizer	3.6	4.0	2.6	2.5	2.3	2.4	3.3	2.9
MT stabilizer Hoechst-high %	2.2	2.8	2.4	3.5	2.8	1.5	2.3	2.2
MT stabilizer cytotoxicity %	0.3	5.9	6.4	5.6	5.2	5.7	3.2	1.3
Autophagy mod	i	i	i	i	i	i	i	i
Autophagy mod cell loss 18 h	1	-1	9	2	3	28	-17	19

Entries listed so far containing sulfur, in the order listed:
(3) O=C1CC(N(CCc2ccccc2)C(=S)Nc2cc(Cl)ccc2Cl)C(=O)N1c1c(Cl)cccc1Cl (stereo not drawn)
(4) CSc1nc(-c2ccco2)nn1C(=O)c1ccc(Cl)cc1
(5) COc1ccccc1NC(=O)/C=C1\SCC(=O)N1C
(6) CCOC(=O)c1c(C)[nH]c(C)c1C(=O)COC(=O)c1ccc(Cl)c(S(N)(=O)=O)c1

entry no.	3	4	5	6
Dynein transport	-0.32	-0.49	1.5	1
Dynein transport cytoplasmic EGFP	-0.22	-0.16	-0.31	0.067
Dynein transport nuclear GR-EGFP	0.37	-0.23	0.94	1.1
Dynein transport cell count	1.8	0.0077	-0.85	-1
Insulin prom up	-0.66	-0.41	4.7*	-0.45
Insulin prom up cell count	1251	873	1168*	913
ER stress rescue	-1.9%	0.7%	/	1.3%
Lipid droplet	/	/	3	14
Lipid droplet cells 6.5 µM	/	/	701	782
XIAP antagonists	2.2%	-16%	-13%	-2.6%
bCat nuc transl	1.2	/	-2.2	-3.1
bCat nuc transl cell count 5 µM	1370	/	1064	1262
WT yeast gro inh	-5	-9	1	14
WT yeast gro inh mutant strain	36	-28	11	4
MT stabilizer	2.6	2.5	2.3	2.4
MT stabilizer Hoechst-high %	2.4	3.5	2.8	1.5
MT stabilizer cytotoxicity %	6.4	5.6	5.2	5.7
Autophagy mod	i	i	i	i
Autophagy mod cell loss 18 h	9	2	3	28

(listing goes on)
(9) CCN(CC)CCNC(=O)c1cn(-c2ccccc2)nc1-c1cccs1
(10) COc1cc(/C=C2\SC(=S)N(N(C)c3ccccc3)C2=O)ccc1O
(11) FC(F)(F)c1cccc(Cc2noc(CN3CCSCC3)n2)c1
(12) COc1ccccc1CNC(=O)C(C)c1ccc([N+](=O)[O-])cc1 (stereo not drawn)
(13) CCc1nc(NCC2CCCO2)c(C#N)c2c1COC(C)(C)C2 (stereo not drawn)
(14) CC1=C(C(=O)OCC2CCCO2)C(c2coc3ccc(Cl)cc3c2=O)C2=C(CCCC2=O)N1 (stereo not drawn)
(15) Cc1ccccc1-c1ncc(CN2CCN(C3CCCCC3)C(CCO)C2)cn1 (stereo not drawn)
(16) CCOc1ccc(N=C2NC(=O)C(CC(=O)O)S2)cc1 (stereo not drawn)

entry no.	9	10	11	12	13	14	15	16
Dynein transport	-0.24	-0.71	-0.39	-0.9	-0.5	-0.83	0.23	-0.26
Dynein transport cytoplasmic EGFP	-0.1	0.9	-0.31	-0.24	-0.22	0.19	-0.24	-0.22
Dynein transport nuclear GR-EGFP	0.083	-0.18	-0.39	-0.44	-0.3	-0.28	0.055	-0.14
Dynein transport cell count	0.91	0.61	0.9	0.51	0.21	0.26	0.6	0.55
Insulin prom up	0.61	0.37	-0.66	-1.2	-0.49	-0.58	/	-0.77
Insulin prom up cell count	693	1351	1450	1621	1181	1439	/	1675
ER stress rescue	0.6%	/	-0.5%	-0.6%	0.7%	-1.8%	-1.7%	-1.9%
Lipid droplet	21	-10	-2	-1	2	4	-11	/
Lipid droplet cells 6.5 µM	684	653	709	682	732	656	641	/
XIAP antagonists	-3.6%	/	-7.2%	0.2%	-7.9%	-3.5%	-12%	-5.3%
bCat nuc transl	1.9	-1.2	2.2	-0.9	3.5	-0.8	-0.4	-1.8
bCat nuc transl cell count 5 µM	1043	1286	1001	1009	1028	1073	1491	1360
WT yeast gro inh	/	/	2	-4	3	3	-12	-3
WT yeast gro inh mutant strain	/	/	7	6	-8	6	2	-2
MT stabilizer	2.3	/	4.5	3.8	3.9	1.8	1.0	1.4
MT stabilizer Hoechst-high %	1.5	/	1.5	1.8	2.2	1.2	1.8	2.4
MT stabilizer cytotoxicity %	6.3	/	3.3	7.6	8.4	7.8	1.9	16
Autophagy mod	i	/	i	i	i	i	i	i
Autophagy mod cell loss 18 h	-4	/	8	12	-6	-17	-3	-11

(17) O=C(c1ccc(Cl)c(S(=O)(=O)N2CCOCC2)c1)N1CCCCC1
(18) COCCSc1ccccc1C(=O)N1CCN(c2ccccc2OC)CC1
(19) CC(=O)Nc1ccc(S(=O)(=O)n2nc(C)cc2C)cc1
(20) O=C(NCc1ccco1)c1cc(-c2ccc3c(c2)OCO3)on1
(21) Cc1ccc(C)c(NC(NC(=O)c2cccnc2)C(Cl)(Cl)Cl)c1 (stereo not drawn)
(22) Cc1ccc2nc(NC(=O)C3CCCN(S(=O)(=O)c4cnc[nH]4)C3)sc2c1 (stereo not drawn)
(23) CCN1C(=O)/C(=C/C=C2/SCCN2C)SC1=S
(24) CCO[C@H]1OC(C(=O)N2CCCCCCC2)=C[C@@H](c2ccccc2)[C@@H]1CCCO
(25) O=C(NCCc1ccccc1)c1ccccc1NC(=O)C1CC=CCC1C(=O)O (stereo not drawn)

entry no.	17	18	19	20	21	22	23	24	25
Dynein transport	-0.7	-0.4	0.39	0.72	-0.24	0.34	-0.33	1.5	0.12
Dynein transport cytoplasmic EGFP	-0.14	-0.35	-0.23	-0.25	-0.24	-0.19	0.026	-0.2	-0.32
Dynein transport nuclear GR-EGFP	-0.38	-0.19	0.36	0.73	-0.41	0.35	0.33	1.1	-0.29
Dynein transport cell count	-0.27	0.53	0.35	-0.37	0.64	-0.27	0.59	-1.6	0.28
Insulin prom up	-1.2	0.06	-0.49	1.2	/	0.22	1.7	-0.2	0.15
Insulin prom up cell count	1566	1342	1216	1442	/	1272	1541	1402	1274
ER stress rescue	-2.1%	-2.0%	/	-0.6%	-0.6%	/	-1.5%	0.4%	-0.4%
Lipid droplet	-8	-2	1	/	/	4	/	-15	7
Lipid droplet cells 6.5 µM	679	682	601	/	/	678	/	661	716
XIAP antagonists	-4.1%	-6.0%	-5.7%	-4.5%	-6.5%	-8.7%	-3.9%	-3.9%	-2.0%
bCat nuc transl	0.0	-2.8	0.2	0.4	/	-2.1	1.9	-4.6	-2.4
bCat nuc transl cell count 5 µM	1572	1072	1083	868	/	1060	1291	1169	613
WT yeast gro inh	-1	-22	16	-9	6	-4	7	-12	5
WT yeast gro inh mutant strain	-21	9	16	8	16	-2	-4	-14	-16
MT stabilizer	2.3	10	3.3	4.4	1.3	8.8	2.2	4.0	2.0
MT stabilizer Hoechst-high %	3.0	1.1	0.8	3.0	2.0	1.7	1.6	1.1	3.6
MT stabilizer cytotoxicity %	11	10	3.4	4.7	13	0.5	8.9	0.6	15
Autophagy mod	i	i	i	i	i	/	i	i	i
Autophagy mod cell loss 18 h	11	5	3	-38	3	/	12	3	4

Screens (PubChem BioAssay)
